Bioassay records as filed in PubChem.
MrgX1 antagonist = antagonists of human MrgX1 receptor; MRGX1-HEK293 calcium flux, Fluo-4, BAM8-22 antagonism; hits give low values; Q96LB2; B-score at 10 µM; AID 588676; 1.3% of 310,000 active;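 active means calcium-response B-score plate-corrected more than 3 library SD below zero, starting fluorescence within 5 deviations, no agonist response on first addition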;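 further: peak minus trough fluorescence over baseline after final BAM8-22 challenge near maximal dose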
MrgX1 ag = agonists of human MrgX1 receptor. MrgX1-HEK293 cells, Fluo-4 calcium fluorescence, agonist mode; hits give high values. B-score at 10 µM. 0.44% of 310,000 active. AID 588627;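 active means calcium response B-score plate-corrected fluorescence ratio at least 3 library SD, with starting fluorescence B-score inside 5 SD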
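Material: MrgX1-expressing HEK293 cells / Dosing: compound as first of three additions / Incubation: overnight seeding, then 1 h dark dye loading / Signal: Fluo-4 NW calcium fluorescence / Evaluation: B-scored fluorescence response ratio / Benchmarks: positive and negative control wells on each plate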
TRPC4 PAM = TRPC4 (mouse) allosteric potentiation. 0.42% of 310,000 active. B-score at 10 µM. HEK293 TRPC4beta/mu-opioid, DAMGO EC20, Fluo-4 Ca2+ flux; hits give high values. Q9QUQ5;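 active means B-score of calcium response area above 5 SD of library B-scores, with initial fluorescence ratio within 5 SD of library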;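 further: B-score of integrated fluorescence ratio over time as area under calcium response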
Target sequence (Q9QUQ5 whole entry, looked up): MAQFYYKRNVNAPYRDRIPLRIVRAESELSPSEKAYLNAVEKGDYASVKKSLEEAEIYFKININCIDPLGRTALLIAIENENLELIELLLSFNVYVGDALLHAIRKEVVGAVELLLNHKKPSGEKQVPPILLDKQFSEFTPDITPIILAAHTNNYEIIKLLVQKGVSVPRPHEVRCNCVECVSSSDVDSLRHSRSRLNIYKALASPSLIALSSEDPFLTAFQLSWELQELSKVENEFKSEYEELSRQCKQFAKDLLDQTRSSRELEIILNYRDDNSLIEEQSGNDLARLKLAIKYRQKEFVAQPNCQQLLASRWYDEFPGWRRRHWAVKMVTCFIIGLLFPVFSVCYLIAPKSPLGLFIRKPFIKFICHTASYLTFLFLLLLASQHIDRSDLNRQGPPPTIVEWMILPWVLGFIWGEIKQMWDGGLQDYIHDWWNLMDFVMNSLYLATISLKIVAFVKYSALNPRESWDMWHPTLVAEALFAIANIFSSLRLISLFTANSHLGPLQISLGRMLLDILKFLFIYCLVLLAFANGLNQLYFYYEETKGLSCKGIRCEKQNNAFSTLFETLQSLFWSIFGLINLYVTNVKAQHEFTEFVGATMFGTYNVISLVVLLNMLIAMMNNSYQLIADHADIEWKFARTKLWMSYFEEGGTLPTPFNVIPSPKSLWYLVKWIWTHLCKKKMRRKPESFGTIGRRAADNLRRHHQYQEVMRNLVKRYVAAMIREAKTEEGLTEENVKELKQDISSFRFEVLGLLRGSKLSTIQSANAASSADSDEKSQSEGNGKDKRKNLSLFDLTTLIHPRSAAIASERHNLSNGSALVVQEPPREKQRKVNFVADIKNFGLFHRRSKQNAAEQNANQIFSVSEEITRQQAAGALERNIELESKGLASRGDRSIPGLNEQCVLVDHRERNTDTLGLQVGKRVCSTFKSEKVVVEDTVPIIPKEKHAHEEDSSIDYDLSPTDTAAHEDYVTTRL
TRPC6 inh = mouse TRPC6 channel inhibition; Q61143; HEK293-TRPC6, membrane potential dye, ACh-evoked depolarization; hits give low values; B-score at 10 µM; 1.1% of 310,000 active;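 active means B-score under library mean minus 3 SD, initial fluorescence not abnormally high, positive integrated signal ratio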;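 further: B-score derived from integrated fluorescence ratio over the kinetic read; more negative B-score means stronger inhibition of depolarization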
TRPC4 agonist = activators of mouse TRPC4 channel; B-score at 10 µM; 0.49% of 310,000 active; HEK293 TRPC4beta/mu-opioid, Fluo4 calcium fluorescence; hits give high values; Q9QUQ5;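 active means B-score above 5 SD of library B-scores, and initial fluorescence ratio not above library mean plus 5 SD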;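 further: positive B-score marks a calcium rise read as TRPC4 activation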
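Assay system – TRPC4beta and mu-opioid receptor HEK293 stable cells · Measured by – Fluo4 fluorescence, kinetic · Schedule – dye loading 45 min room temperature, 110 s kinetic read · Read-out – B-scored integrated calcium fluorescence ratio · Controls – buffer and maximal DAMGO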
TRPC4 inh = inhibitors of mouse TRPC4 channel; Q9QUQ5; HEK293 TRPC4beta/mu-opioid, DAMGO-evoked Fluo4 calcium flux; hits give low values; B-score at 10 µM; 0.39% of 300,000 active;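 active means B-score over 3 SD under the library average, no early fluorescence shift, positive overall ratio signal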
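Test system – stable TRPC4beta/mu-opioid receptor HEK293 cells · Probe or stimulus – DAMGO, a submaximal dose followed by a maximal one · Dosing – one concentration per compound · Signal – Fluo4 calcium fluorescence by kinetic imaging, 5 s 1 Hz baseline · Evaluation – per-well B score of integrated baseline-normalized Fluo4 ratio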
TRPC6 activator = activators of mouse TRPC6 channel; 0.13% of 310,000 active; Q61143; AID 2550; B-score at 10 µM; HEK293-TRPC6 membrane potential dye fluorescence; hits give high values;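 active means B-score of the integrated fluorescence ratio above library mean plus 3 SD, and starting fluorescence ratio within library mean plus 5 SD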;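 further: higher score means more depolarization so channel activation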
PolyA inh = yeast polyadenylation inhibition | calls only at 12 µM | AID 1875 | S. cerevisiae SKY197-pL101 polyadenylation reporter, beta-gal luminescence; efflux-impaired pdr1/pdr3 knockout yeast; score 100 = 6 SD above DMSO | 0.02% of 300,000 active;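 active means lowest replicate activity score at least 50, where 100 means six control SD above control mean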;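 further: yeast exposed to compound for 9 h at 30 °C; higher score means more reporter readthrough which indicates perturbed polyadenylation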
AI-2 QS mod = modulates the Vibrio harveyi AI-2 quorum sensing system. 0.4% of 300,000 active. activity change, % at 7.5 µM. Vibrio harveyi JMH597 AI-2 luminescence/OD600 ratio, 9 h; hits give low values; strain lacks LuxN and CqsS sensors; 0 = neutral-control median. AID 2094; in the data active means activity change below about -75%, passing the limit was not always enough;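 further: luminescence divided by OD600 gain over 9 h not by final OD600 alone; inactives centre near 13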
MrgX1 allo act = allosterically activates human MrgX1 receptor signaling; Q96LB2; MrgX1-HEK293, Fluo-4 calcium flux, FDSS; hits give high values; B-score at 10 µM; 0.63% of 310,000 active;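 active means plate-corrected calcium response at least 3 library SD above typical, normal starting fluorescence, not activating the receptor alone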;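 further: compound read alongside a low EC10 to EC30 dose of BAM8-22 agonist; peak minus trough fluorescence over baseline measured at the second addition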
HIF activator = HIF pathway transcriptional activation | 0.32% of 300,000 active | activation, % at 7.5 µM (by protocol) | AID 1910 | U2OS HRE-luciferase reporter, luminescence; normalized: DMSO 0%, desferrioxamine 100%;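 active means mean activation of at least 10% of the iron chelator positive control signal, with at least half of replicates also reaching 10%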
Starred values were filed as active, the others as inactive; i = inactive; . = no result given. An excerpt; the hit share may differ from the screen's.

Start of the listing, in advance (2 entries):
SMILES	MrgX1 antagonist	MrgX1 ag	TRPC4 PAM	TRPC6 inh	TRPC4 agonist	TRPC4 inh	TRPC6 activator	PolyA inh	AI-2 QS mod	MrgX1 allo act	HIF activator
COc1ccc(/C=N/NC(=O)c2ccc(O)cc2)cc1CN1CCCc2ccccc21	i	i	i	i	i	i	i	i	43	i	0.8
COc1cc(C(=O)NCC(=O)N/N=C/c2ccc(-c3cccc([N+](=O)[O-])c3)o2)cc(OC)c1OC	i	i	i	i	i	i	i	i	12	i	0.1

All compounds of this part, repeating the preview:
SMILES	MrgX1 antagonist	MrgX1 ag	TRPC4 PAM	TRPC6 inh	TRPC4 agonist	TRPC4 inh	TRPC6 activator	PolyA inh	AI-2 QS mod	MrgX1 allo act	HIF activator
COc1ccc(/C=N/NC(=O)c2ccc(O)cc2)cc1CN1CCCc2ccccc21	i	i	i	i	i	i	i	i	43	i	0.8
COc1cc(C(=O)NCC(=O)N/N=C/c2ccc(-c3cccc([N+](=O)[O-])c3)o2)cc(OC)c1OC	i	i	i	i	i	i	i	i	12	i	0.1
O=C1CCC(C(=O)Nc2cc(C(F)(F)F)ccc2-n2cncn2)=NN1	i	i	i	i	i	i	i	i	22	i	-0.1
Cc1sc2nc(-c3ccccc3)[nH]c(=O)c2c1-c1ccccc1	i	i	i	i	i	i	i	i	7	i	0.3
COc1ccc(-n2nccc2-c2nn(-c3cccc(OC)c3)c(=O)n(C)c2=O)cc1	i	i	i	i	i	i	i	i	7	i	-0.3
CN(C)S(=O)(=O)c1cccc(COC(=O)C2=COCCO2)c1	i	i	i	i	i	i	i	i	7	i	-0.1
C=CCn1c(SCC(=O)Nc2ccc(C(=O)OCC)cc2)nnc1-c1sc(N)nc1C	i	i	i	i	i	i	i	i	9	i	0.0
O=C(NC1CC2CCCC(C1)N2S(=O)(=O)c1ccccc1)c1ccccc1 (stereo not drawn)	i	i	i	i	i	i	i	i	10	i	-0.1
O=C(Cc1ccccc1)Nc1ccc(S(=O)(=O)N2CCCC2)cc1	.	.	i	i	i	i	i	i	-60	.	-0.9
CCOC(=O)C1=NN(c2ccc(OC)cc2)C2C(=O)N(c3ccccc3OC)C(=O)C12 (stereo not drawn)	i	i	i	i	i	i	i	i	5	i	0.0
COc1ccc(CCNC(=O)C(=O)Nc2ccc3nc4n(c(=O)c3c2)CCCCC4)cc1OC	i	i	i	i	i	i	i	i	12	i	0.6
CCOc1ccc(C(C)C)cc1S(=O)(=O)n1ccnc1C	i	i	i	i	i	i	i	i	4	i	1.5
COc1ccc(N2C(=O)CC(C)(C)CC2=O)cc1OC	i	i	i	i	i	i	i	i	1	i	0.1
CC(=O)N1CCOc2ccc(S(=O)(=O)N3CCCC(C)C3)cc21 (stereo not drawn)	i	i	i	i	i	i	i	i	2	i	0.1
O=C(NCc1cccnc1)c1ccc(-c2cc3ccccc3oc2=O)cc1	i	i	i	i	i	i	i	i	23	i	1.3
COC(=O)c1c(NC(=O)C2CC=CCC2C(=O)O)sc(C(N)=O)c1C (stereo not drawn)	i	i	i	i	i	i	i	i	39	i	-0.1
CC(=O)N=Nc1[nH]c(N)c2ccccc12	i	i	i	i	i	i	i	i	13	i	-0.5
Cn1c(N)c(C(=O)c2ccc(Cl)cc2)c(=O)n(C)c1=O	i	i	i	i	i	i	i	i	34	i	-0.3
O=C(CCCCCN1C(=O)c2cccc3cccc(c23)C1=O)NCCCO	i	i	i	i	i	i	i	i	55	i	-17
Cc1ccc(C(=O)Nc2ccc(N3CCOCC3)c3nonc23)cc1[N+](=O)[O-]	i	i	i	i	i	i	i	i	15	i	-5.5
Cc1cc(NS(=O)(=O)c2ccc(NC(=O)CCSc3ccc(F)cc3)cc2)nc(C)n1	i	i	i	i	i	i	i	i	47	i	-2.8
c1nc(NCCN2CCOCC2)c2sc3nc(N4CCOCC4)c4c(c3c2n1)CCC4	i	i	i	i	i	i	i	i	6	i	-0.3
O=C(NCCc1ccc(Cl)cc1Cl)c1ccc2nc[nH]c2c1	i	i	i	i	i	i	i	i	29	i	0.7
Cc1[nH]n(-c2ccccc2)c(=O)c1N=Nc1cccc(S(=O)(=O)N2CCOCC2)c1	i	i	i	i	i	i	i	i	3	i	-0.2
CC(C)(C)c1ccc(-c2cnco2)cc1	i	i	i	i	i	i	i	i	21	i	-0.2
CC(=O)OC1COC(n2ccc3cc([N+](=O)[O-])ccc32)C(OC(C)=O)C1OC(C)=O (stereo not drawn)	i	i	i	i	i	i	i	i	20	i	-1.0
N#Cc1c(-c2cccs2)cc(-c2ccccn2)nc1N	i	i	i	i	i	i	i	i	8	i	0.0
COC(=O)c1sccc1NC(=S)N1CCN(c2cccc(C)c2C)CC1	i	i	i	i	i	i	i	i	-1	i	0.1
Cc1nc(SCC(=O)N2CCCc3ccccc32)c2oc3ccccc3c2n1	i	i	i	i	i	i	i	i	-1	i	-0.1
O=C(NC(Cc1ccccc1)c1nc2ccccc2[nH]1)c1cccc([N+](=O)[O-])c1 (stereo not drawn)	i	i	i	i	i	i	i	i	-20	i	-0.2
COc1cccc(CNC(=O)CCS(=O)(=O)c2ccc3c(c2)CC(C)N3C(=O)C2CC2)c1 (stereo not drawn)	i	i	i	i	i	i	i	i	14	i	.
NC(=S)Nc1cccc2[nH]ccc12	i	i	i	i	i	i	i	.	17	i	-0.4
COc1ccc2c(c1OC)C(=O)N(c1ncn[nH]1)C2	i	i	i	i	i	i	i	i	16	i	-16
CCOCCCNC(=O)Cc1ccc(Br)cc1	i	i	i	i	i	i	i	i	21	i	-0.6
CCCCC(CC)C(=O)Nc1ccc(Cl)cn1 (stereo not drawn)	i	i	i	i	i	i	i	i	11	i	0.3
Cc1ccc(S(=O)(=O)N(C)CC(=O)OCC(=O)Nc2ccccc2)cc1	i	i	i	i	i	i	i	i	10	i	-0.1
Cc1[nH]c2ccccc2c1C(=O)C(=O)NC1CC(=O)N(c2ccc(F)cc2)C1 (stereo not drawn)	i	i	i	i	i	i	i	i	17	i	-26
CC(C)CCn1c(SC(C)C(=O)NC2CC2)nc2ccccc2c1=O (stereo not drawn)	i	i	i	i	i	i	i	i	17	i	-0.1
Cc1ccc2cc(CN(c3ccccc3C)S(=O)(=O)c3ccccc3)c(=O)[nH]c2c1	i	i	i	i	i	i	i	i	6	i	.
Cc1ccc(C(=O)c2ccc(N3CCN(C)CC3)c([N+](=O)[O-])c2)cc1	i	i	i	i	i	i	i	i	18	i	1.1
Cc1ccc(C)c(N=C2NC(=O)CS2)c1	i	i	i	i	i	i	i	i	3	i	0.1
Cc1ccc(C)c(OC(=O)CN2C(=O)c3ccccc3C2=O)c1	i	i	i	i	i	i	i	i	-1	i	-0.6
Clc1ccc(-c2nnc(CNC3CC3)o2)cc1	i	i	i	i	i	i	i	i	11	i	-0.2
CCCn1nnc(NC(=O)COc2ccc(C3CCCCC3)cc2)n1	i	i	i	i	i	i	i	i	29	i	.
CC(=O)c1ccc(N2CCN(C(=O)CCS(=O)(=O)c3ccc4c(c3)CCN4C(C)=O)CC2)cc1	i	i	i	i	i	i	i	i	13	i	0.7
CCOC(=O)C1(CCOC)CCN(C(=O)c2ccccc2-c2cccc(C)c2)CC1	i	i	i	i	i	i	i	i	3	i	-0.1
Cc1ccc(C(=O)NCC(=O)OCC(=O)c2ccc3c(c2)OCCO3)cc1C	i	i	i	i	i	i	i	i	24	i	-0.9
Cc1nc(-c2ccc(S(=O)(=O)Nc3ccc(S(N)(=O)=O)cc3)cc2)co1	i	i	i	i	i	i	i	i	52	i	-0.4
Cc1cc(NC(=O)/C=C/c2cccc(Cl)c2)n(-c2nc3ccccc3[nH]2)n1	i	i	i	i	i	i	i	i	14	i	-0.5
O=C(c1csc2c1CCCC2)N1CCCCC1	i	i	i	i	i	i	i	i	9	i	-0.6

Next section:
SMILES	MrgX1 antagonist	MrgX1 ag	TRPC4 PAM	TRPC6 inh	TRPC4 agonist	TRPC4 inh	TRPC6 activator	PolyA inh	AI-2 QS mod	MrgX1 allo act	HIF activator
CNC(=O)CC(=O)Nc1ccccc1C(=O)O	i	i	i	i	i	i	i	i	-4	i	-0.1
COCCn1nnnc1C(c1ccccc1)N1CCN(c2ccccc2)CC1 (stereo not drawn)	i	i	i	i	i	i	i	i	13	i	-0.8
N#CC(C(=O)Nc1ccc(Cl)cc1)=C1Nc2ccccc2N1	i	i	i	i	i	i	i	i	17	i	0.2
N#CCC(=O)Nc1sc2c(c1C(N)=O)CCCC2	i	i	i	i	i	i	i	i	-5	i	-0.1
CCOc1ccc(C(=O)NC(=S)Nc2ccc(NC(=O)CC)cc2)cc1[N+](=O)[O-]	i	i	i	i	i	i	i	i	2	i	-0.6
O=C(OCc1nc2ccccc2[nH]1)C12CC3CC(CC(C3)C1)C2	i	i	i	i	i	i	i	i	16	i	-1.1
CCn1c(SCC(=O)NC)nnc1C(C)C	i	i	i	i	i	i	i	i	-1	i	-60
Cc1nn(CC(=O)c2ccc(Cl)s2)c(C)c1[N+](=O)[O-]	i	i	i	i	i	i	i	i	4	i	-0.8
O=C(CSCc1ccccc1)N/N=C/c1ccc(OCC(=O)N2CCCCC2)cc1	i	i	i	i	i	i	i	i	31	i	1.0
Cc1ccc(OCCCC(=O)NNC(=O)c2ccncc2)cc1	i	i	i	i	i	i	i	i	8	i	-0.2
CC(C)C(=O)c1cc2c(cc1NC(=O)Nc1cccc3ccccc13)OCCO2	i	i	i	i	i	i	i	i	-2	i	0.0
O=C1C(=O)N(CNc2ccccn2)c2ccccc21	i	i	i	i	i	i	i	i	53	i	-0.7
O=C(NCc1cccs1)C12CC3CC(CC(C3)C1)C2	i	i	i	i	i	i	i	i	40	i	0.0
CCOC(=O)C1CCN(S(=O)(=O)CCNC(=O)c2cccc(OC)c2)CC1	i	i	i	i	i	i	i	i	3	i	0.3
O=S(=O)(Nc1ccc(N2CCOCC2)cc1)c1cc(Cl)ccc1Cl	i	i	i	i	i	i	i	i	14	i	-0.6
COc1ccccc1NC(=O)NC1(C(=O)N2CCCCC2)CCCCC1	i	i	i	i	i	i	i	i	.	i	0.0
